Texas Red fluor – compounds fluorescent in Texas Red spectral region | Compound fluorescence, Texas Red channel, 547/618 nm; stronger effect = higher value | max dye-equivalent concentration, M | 59,000 compounds, 0.06% hits; in the data active = max dye-equivalent concentration above about 10 nM; inconclusive = between about 1.1 nM and that limit
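Compound fluorescence was read after 15 min at room temperature in 100 mM Tris, pH 8.0, using 547 nm excitation and 618 nm emission across a concentration series. It was expressed as Texas Red dye-equivalent concentration from an on-plate standard curve.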
HBB splice mod – hemoglobin beta splicing modulation; HBB splicing reporter cell assay, activation; EGFP reporter with mutant IVS2-654 intron; response scale: normalised to 500 nM splice-correcting PNA; Potency, µM (highest dose often 46.1 µM), for the others: top-dose activation, actives largely listed as activators; 65,000 compounds, 0.06% hits; AID 925; note: potency is the fitted concentration of half-maximal effect; 0% is about no effect
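HeLa cells stably expressing EGFP interrupted by mutant beta-globin intron 2 (IVS2-654), 500/well in 2% FCS. Treated with compound for 2 days at 37C. Splicing correction scored as total well GFP intensity (488 nm excitation, 500-520 nm emission); 500 nM antisense PNA served as control.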
DNA Pol III inh – DNA polymerase III holoenzyme inhibition | 71,000 compounds, 0.25% hits | AID 603 | reconstituted DNA polymerase III holoenzyme replication, biochemical | Potency, µM (highest dose often 57.1 µM), inactives show top-dose activity change, negative = inhibition; note: potency is the fitted concentration of half-maximal effect; % is set by controls: 0 for no effect and ±100 for the full control effect
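Reconstituted *E. coli* holoenzyme (0.35 nM Pol III, 1 nM beta, 154 nM SSB, 2 nM primase) was preincubated with compound for 15 min at RT. Synthesis on 1.4 nM ssM13Gori ran 35 min, then was stopped with PicoGreen/EDTA and read as dsDNA fluorescence.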
Luciferase inh – firefly luciferase inhibition; Potency, µM (doses to about 57.1 µM), for the others: at the highest dose activity change, negative = inhibition, hits mostly inhibitors; 72,000 compounds, 2.2% hits; purified firefly luciferase, luminescence, 8 min; note: potency is the fitted concentration of half-maximal effect; % is set by controls: 0 for no effect and ±100 for the full control effect; nearly all actives have a fitted effect of over 40% in size
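Here, luciferase activity is measured as luminescence following an 8 min room-temperature reaction at 10 uM ATP, pH 7.2. Every library sample is titrated.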
Tau filament bind – binders of human tau filaments | P10636 | 71,000 compounds, 2% hits | recombinant tau filaments, thioflavin S fluorescence, 15 h; filaments grown with octadecylsulfate alongside compound | Potency, µM (doses to about 57.1 µM), without a hit: at the highest dose activity change, negative = inhibition;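 note: potency is the fitted concentration of half-maximal effect; % is set by controls: 0 for no effect and ±100 for the full control effect; actives lower thioflavin S fluorescence by blocking filaments or displacing dye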
Target sequence (P10636 whole entry, looked up): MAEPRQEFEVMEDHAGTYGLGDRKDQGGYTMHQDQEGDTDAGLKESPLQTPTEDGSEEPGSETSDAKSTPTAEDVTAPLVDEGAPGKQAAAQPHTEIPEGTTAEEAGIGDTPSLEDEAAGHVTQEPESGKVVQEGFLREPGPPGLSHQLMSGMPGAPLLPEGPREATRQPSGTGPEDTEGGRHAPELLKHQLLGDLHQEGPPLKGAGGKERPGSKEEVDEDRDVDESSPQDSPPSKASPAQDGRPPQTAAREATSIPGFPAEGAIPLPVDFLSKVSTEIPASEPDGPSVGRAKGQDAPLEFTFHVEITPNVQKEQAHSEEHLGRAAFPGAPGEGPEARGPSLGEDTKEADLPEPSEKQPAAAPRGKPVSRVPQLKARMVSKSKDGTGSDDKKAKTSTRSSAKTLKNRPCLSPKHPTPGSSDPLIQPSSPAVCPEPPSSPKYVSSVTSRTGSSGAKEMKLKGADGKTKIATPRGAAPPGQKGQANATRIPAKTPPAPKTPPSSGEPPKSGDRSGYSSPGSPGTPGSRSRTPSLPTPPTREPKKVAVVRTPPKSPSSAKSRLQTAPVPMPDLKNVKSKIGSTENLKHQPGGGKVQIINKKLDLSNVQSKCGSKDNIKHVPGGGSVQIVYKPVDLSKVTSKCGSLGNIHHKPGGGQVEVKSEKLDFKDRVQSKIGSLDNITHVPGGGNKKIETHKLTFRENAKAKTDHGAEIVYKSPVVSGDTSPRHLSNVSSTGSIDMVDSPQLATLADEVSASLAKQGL
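Quantitative HTS: thioflavine S signal from ODS-induced tau filaments, excited at 450 nm, emission 510 nm. Conditions: 1 uM tau, 30 uM ODS, 15 h at 37 C, pH 7.4.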
ALOX15 inhib – inhibitors of human 15-lipoxygenase (ALOX15). P16050. purified 15hLO-1, xylenol orange hydroperoxide absorbance. Potency, µM (top dose mostly 57.1 µM), inactives show top-dose activity change, negative = inhibition, actives largely listed as inhibitors. 74,000 compounds, 1.4% hits. AID 887; note: potency is the fitted concentration of half-maximal effect; % is set by controls: 0 for no effect and ±100 for the full control effect; nearly all actives have a fitted effect of over 55% in size
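Readout: Fe(III)-xylenol orange absorbance, 573-to-405 nm ratio as reaction progress. Enzyme 40 nM purified human 15hLO-1, substrate 50 uM arachidonic acid, 6 min RT after 15 min compound preincubation; Hepes pH 7.5 buffer with Triton X-100.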
Rhodamine fluor – compound fluoresces in the rhodamine spectral region. Rhodamine-region fluorescence, 547/598 nm, Tris buffer; stronger effect = higher value. max dye-equivalent concentration, M. 59,000 compounds, 0.05% hits; in the data active = max dye-equivalent concentration above about 11 nM; inconclusive = between about 1.1 nM and that limit
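Compound fluorescence in 100 mM Tris, pH 8.0, read after 15 min at room temperature with 547 nm excitation and 598 nm emission. Output is dye-equivalent concentration from an on-plate rhodamine standard series.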
HADH2 inhib – inhibitors of human HADH2 dehydrogenase. 73,000 compounds, 3.4% hits. recombinant HADH2, NADH fluorescence, beta-hydroxybutyryl-CoA. Potency, µM (series often up to 57.1 µM), without a hit: at the highest dose activity change, negative = inhibition, most hits filed as inhibitors; note: potency is the fitted concentration of half-maximal effect; % is set by controls: 0 for no effect and ±100 for the full control effect; nearly all actives have a fitted effect of over 60% in size; many of its hits are not listed in these tables
Target sequence (Q99714 whole entry, looked up, one chain of several): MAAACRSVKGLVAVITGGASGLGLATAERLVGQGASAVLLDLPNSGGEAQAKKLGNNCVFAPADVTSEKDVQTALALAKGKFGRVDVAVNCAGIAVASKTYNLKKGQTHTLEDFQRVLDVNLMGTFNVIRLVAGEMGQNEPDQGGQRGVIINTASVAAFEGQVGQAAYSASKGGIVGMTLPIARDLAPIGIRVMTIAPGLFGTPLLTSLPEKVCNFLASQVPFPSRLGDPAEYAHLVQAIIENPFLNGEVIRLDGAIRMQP
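20 nM HADH2 + cpd, 15 min RT; add 1 mM NAD+/90 uM beta-hydroxybutyryl-CoA; kinetic fluorescence 360/450 nm, 4 min. Tris-HCl pH 9.0, 0.01% Tween-20.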
CRE Fsk mod – CRE-bla signaling modulation under forskolin stimulation. CHO CRE-bla reporter (cAMP response element driving beta-lactamase), forskolin EC10, beta-lactamase ratio. Potency, µM (series often up to 38.2 µM), without a hit: at the top dose activity change, negative = inhibition, usual class: activators. 71,000 compounds, 2.5% hits; active = well fitted activation curve with a large enough effect in the signal ratio, with a control signal flat, not every such curve was filed as active; inconclusive = small, poorly fitted or top-dose-only effect, or effect the other way, or a change in a side signal; the % refers to the signal ratio; note: potency is the fitted concentration of half-maximal effect; % of control where 0% means no effect
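qHTS titration format; CRE-bla CHO reporter; stimulus EC10 NKH 477, a water-soluble forskolin. Read: CCF4 460/530 nm ratio. Potency expressed as AC50 for activators or inhibitors.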
Hsp90 Hop PPI – changes Hsp90-Hop TPR2A binding signal, up or down; AlphaScreen TPR2A-His6 binding biotin-Hsp90 C-terminal peptide; Potency, µM (series often up to 57 µM), without a hit: top-dose activity change, negative = inhibition; 71,000 compounds, 0.44% hits; AID 595; active = well fitted curve in either direction with a large enough effect; inconclusive = small, poorly fitted or top-dose-only effect, or another doubt; note: potency is the fitted concentration of half-maximal effect; % is set by controls: 0 for no effect and ±100 for the full control effect; many of its hits are not listed in these tables
ERK AVP block – vasopressin-driven ERK pathway inhibition; HEK293-V1b, vasopressin-stimulated pERK AlphaScreen; Potency, µM (highest dose often 57.5 µM), for the others: top-dose activity, negative = inhibition, most hits filed as inhibitors; AID 995; 72,000 compounds, 0.99% hits; note: potency is the fitted concentration of half-maximal effect; % is set by controls: 0 for no effect and ±100 for the full control effect; nearly all actives have a fitted effect of over 55% in size
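HEK293 cells stably expressing V1b receptor, seeded overnight in 1% FBS, were treated with compounds for 30 min at 37C, then stimulated 5 min with 25 nM vasopressin; phospho-ERK read by AlphaScreen SureFire after lysis.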
* marks the source's active call; other numbers are inactive results; i = inactive; ? = inconclusive; / = not tested or not shown; [ ] = dose if it differs, or a comment. Unless noted, calls come from the whole dose curve; as a rule, active = well fitted curve in the direction sought with a large enough effect; inconclusive = small, poorly fitted or top-dose-only effect, or another doubt; inactive = no such curve, though single readings can be large; an effect the other way counts as inactive or inconclusive.

SMILES | Texas Red fluor | HBB splice mod | DNA Pol III inh | Luciferase inh | Tau filament bind | ALOX15 inhib | Rhodamine fluor | HADH2 inhib | CRE Fsk mod | Hsp90 Hop PPI | ERK AVP block
COc1cccc(C2C(C#N)=C(N)Oc3cc(C)n(Cc4ccco4)c(=O)c32)c1 (stereo not given) | ? | 1.0% | -12% | 1% | 91% | -1% | i | -3% | -9% | -7% | -22%
CCCc1cc(=O)[nH]c(SCC(=O)N(C)CC(=O)Nc2ccc(C)cc2)n1 | ? | 1.4%[57.5 µM] | -4% | 4% | -9% | -2% | i | 2% | -6% | 1% | -11%
Cn1c(=O)c(-c2ccc(F)c(F)c2)nc2cncnc21 | i | 8.2% | -12% | 1%[11.4 µM] | -15% | -3% | i | -8% | ? | -2% | -13%
CCCc1c(OCCCOc2ccc(OCC(=O)O)cc2)ccc(C(C)=O)c1O | i | 0.6% | -4% | -3% | 10% | -4% | i | 4% | 2.5µM* | -6% | -1%
CCCCn1c(SCC(=O)NCc2ccco2)nc2ccc(N3CCOCC3)cc2c1=O | i | 11%[0.369 µM] | -6% | -2% | -7% | -25% | i | -23% | 11% | -3% | -21%
Cn1c(=O)c2[nH]c([C@@H]3CC(=O)C[C@H](c4nc5c([nH]4)c(=O)n(C)c(=O)n5C)N3)nc2n(C)c1=O | i | 0.9%[9.22 µM] | -13%[11.4 µM] | -1%[11.4 µM] | -10%[11.4 µM] | 73%[activator][11.4 µM] | i | 10%[11.4 µM] | 1%[7.6 µM] | -11%[11 µM] | ?
CCn1c(CSc2nc(C)cc(C)n2)nnc1SCC(=O)Nc1nc(-c2ccccc2)cs1 | i | -0.3%[57.5 µM] | -1% | 4% | 17% | 0% | i | 24% | -8% | -3% | 3%
CCOc1ccc(NC(=O)CN2CCN(CC(=O)c3ccc(OCC)cc3)CC2)cc1 | i | -1.5% | -2% | -3% | -5% | -21% | i | 8% | ? | -4% | 1%
CCCn1c(N)c(Sc2ccc(Cl)cc2)c(=O)n(CCC)c1=O | i | -0.1%[57.5 µM] | -2% | 1% | 0% | 6% | i | 4% | -14% | -1% | -13%
COCCOC(=O)c1c(C)n(C)c2ccc(OC(=O)C3CC3)cc12 | i | -0.5%[57.5 µM] | -4% | 0% | 0% | -4% | i | 4% | 18% | 2% | -10%
COc1ccc(NC(=O)CN(C2CCCCC2)S(C)(=O)=O)cc1OC | i | -0.6% | -9% | 0% | -2% | 3% | i | 8% | 12% | -3% | 1%
CCCCC[C@H](CC(=O)NO)C(=O)N[C@@H](C(=O)N1CCC[C@H]1CO)C(C)C | i | 0.2% | -2% | -2% | 2% | -12% | i | -14% | ? | ? | 13%
CCOc1ccc(-c2nc(-c3ccc(OC)cc3)no2)cc1OCC | ? | 0.9% | -5% | -8% | 5% | 5% | i | -8% | -3% | 6% | 3%
CN(C)C(=O)CCc1nc(-c2ccc(C(C)(C)C)cc2)no1 | i | -1.6% | -11% | 2% | -4% | 11% | i | -9% | ? | -7% | -10%
CC(=O)N1CCN(c2ccc(NC(=O)c3ccccc3Br)cc2Cl)CC1 | i | 0.0% | -3% | -5% | 1% | 11% | i | 10% | 4% | -1% | ?
CC(CN1CCCCC1)OC(=O)c1cc2ccccc2o1 (stereo not given) | i | -1.7% | 6% | -5% | 5% | 0% | i | 6% | -10% | ? | 15%
CC(C)(C)C(=O)Nc1ccccc1C(=O)NCc1ccco1 | / | 0.3% | -11% | 1% | 8% | ? | / | -4% | 10% | -1% | -26%
O=C(O)C1CCCN1S(=O)(=O)c1ccc(Br)s1 (stereo not given) (tested in a mixture with another compound) | ? | 0.7%[0.369 µM] | 2% | 2% | 14% | -2% | i | 7% | -1% | -8% | 0%
O=C(Nc1ccccc1)Nc1cccc2cccnc12 | i | 1.4% | 8% | 20µM* | -3% | -11% | i | -2% | -2% | 0% | -16%
Cc1nonc1OCCNC(=O)C12CC3CC(CC(C3)C1)C2 | ? | 0.3% | -2% | 0% | 3% | 1% | i | -99% | 3% | 0% | -4%
O=C(Cc1ccccc1)NC1CCN(S(=O)(=O)c2cccc(F)c2)CC1 | ? | 0.2%[57.5 µM] | -3% | -1% | -1% | 2% | i | 3% | -5% | 0% | -8%
CC(=O)Nc1cccc(NC(=O)CSc2nnnn2C)c1 | i | 0.2% | -4% | -2% | 0% | 2% | i | 3% | -2% | -3% | -3%
O=C(Cn1ccc2ccccc2c1=O)NCCC(=O)Nc1ccc2c(c1)OCCO2 | i | 2.3% | -5% | 2% | 22% | 2% | i | 5% | -20% | -4% | -4%
Cc1csc(SCC(=O)Nc2nc(-c3ccccc3)cs2)n1 | ? | -1.4% | -5% | 3% | 3% | -5% | i | 2% | 14% | 0% | ?
COc1cccc2[nH]c3c(N4CCCCC4)ncnc3c12 | i | -2.3%[57.5 µM] | -2% | ? | 7% | -2% | i | ? | ? | -1% | 20µM*

Just ALOX15 inhib, for two of the compounds above:
SMILES	ALOX15 inhib
Cc1csc(SCC(=O)Nc2nc(-c3ccccc3)cs2)n1	-5%
COc1cccc2[nH]c3c(N4CCCCC4)ncnc3c12	-2%

(more compounds)
SMILES | Texas Red fluor | HBB splice mod | DNA Pol III inh | Luciferase inh | Tau filament bind | ALOX15 inhib | Rhodamine fluor | HADH2 inhib | CRE Fsk mod | Hsp90 Hop PPI | ERK AVP block
COc1ccc2cc(C(=O)Nc3c(C)n(C)n(-c4ccccc4)c3=O)sc(=O)c2c1OC | / | -0.5% | -2% | 0% | -9% | -4% | / | -7% | 2% | -6%[2.3 µM] | 9%
Cc1ccc(S(=O)(=O)Nc2ccc(-c3nnc(SCC#N)n3C)cc2)cc1 | ? | / | -1% | 0% | 1% | 0% | i | -12% | 4% | 1% | -8%
COc1ccc2nc(NC(=O)CCc3nc(-c4ccccc4F)no3)sc2c1 | i | -1.0% | -4% | 1% | -15% | -7% | i | 6% | 11% | -3% | 20%
O=C(O)CCc1nc2ccccc2[nH]1 | i | 1.9%[9.22 µM] | -12%[11.4 µM] | 1%[11.4 µM] | 2%[11.4 µM] | 0%[11.4 µM] | i | 0%[11.4 µM] | 11%[7.6 µM] | -6%[11 µM] | 7%[11.5 µM]
CCn1c(CSc2nc3ccccc3s2)nc2ccccc21 | / | -4.1%[0.0738 µM] | 2%[11.4 µM] | -6% | 28%[11.4 µM] | 0%[11.4 µM] | / | ? | 30%[7.6 µM] | 6%[11 µM] | 40µM*
N#Cc1ccc(N2CCN(C(=O)c3cccc(F)c3)CC2)c(F)c1 | / | 0.1% | -3% | 0% | -2% | -7% | / | 4% | 7% | -3% | /
CCN(CC)c1nc(Nc2ccccc2)nc(Oc2ccc(=O)[nH]n2)n1 | ? | -0.5% | 0% | 0% | -14% | -23% | i | 4% | ? | -4% | -24%
COC(=O)c1nnn(-c2nonc2N)c1CN1CCc2ccccc21 | i | 1.5% | -1% | 0% | -18% | -11% | i | -15% | ? | -6% | -9%
COc1cccc(C2c3c(oc4ccccc4c3=O)C(=O)N2CCCN2CCOCC2)c1 (stereo not given) | / | 0.2% | -6% | 3% | -23% | -3% | / | -5% | -2% | -6%[2.3 µM] | -26%
Nc1cc(C2CCCC2)nn1-c1ccccc1 | i | -0.5%[57.5 µM] | ? | -24% | 2% | 9% | i | 1% | -8% | -3% | -22%
O=C(Cc1ccccc1)n1nc(-c2ccccc2)nc1NCc1ccco1 | / | -0.7% | -5% | -3% | 0% | -3% | / | -4% | -5% | -5%[2.3 µM] | -11%
O=C(c1cccc(F)c1)N1CCN(C(=O)c2nn3cccnc3c2Cl)CC1 | i | 0.3% | -8% | 0% | 1% | 1% | i | -21% | -4% | -6% | -22%
C[C@@]12CC[C@@H]3[C@@H](CC[C@H]4C[C@@H](O)CC[C@]43C)[C@H]1CC[C@@H]2c1cc(C(F)(F)F)n[nH]1 | i | -0.8%[9.22 µM] | -12%[11.4 µM] | -1%[11.4 µM] | 47%[11.4 µM] | ? | i | 3%[11.4 µM] | -5%[7.6 µM] | -3%[11 µM] | 38%[activator][11.5 µM]
CCOc1ccc(-n2c(Cc3cc(=O)[nH]c(=O)[nH]3)nnc2SCC(=O)NC2CCCC2)cc1 | / | -0.4% | -4% | 5% | 2% | -5% | / | 0% | -3% | -2%[2.3 µM] | -10%
Oc1c(CN2CCc3ccccc3C2)cc(Cl)c2cccnc12 | / | -1.6% | -6% | 5% | 92% | 33%[activator] | / | -10% | 3% | -20%[2.3 µM] | ?

High-throughput results deposited in PubChem BioAssay by National Center for Advancing Translational Sciences (NCATS).

An excerpt (hit frequency here may not be typical).
